From PubChem BioAssay
SENP1 FRET inh = human SENP1 catalytic domain inhibitors, primary screen, biochemical, FRET, uHTS. 360,000 tested, 0.21% active. inhibition, % at 10 µM. recombinant SENP1 catalytic domain, CyPet-SUMO1-YPet FRET cleavage. AID 624204, 2012;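 active = inhibition at least 30% at 10 µM, raw YFP signal under a set limit, fluorescence ratio 0.5 to 1.5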;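 note: 0% = enzyme with DMSO and 100% = no enzyme wells; some results filed as inactive read as strong as hits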
Target sequence (Q9P0U3 419-644 limits assumed): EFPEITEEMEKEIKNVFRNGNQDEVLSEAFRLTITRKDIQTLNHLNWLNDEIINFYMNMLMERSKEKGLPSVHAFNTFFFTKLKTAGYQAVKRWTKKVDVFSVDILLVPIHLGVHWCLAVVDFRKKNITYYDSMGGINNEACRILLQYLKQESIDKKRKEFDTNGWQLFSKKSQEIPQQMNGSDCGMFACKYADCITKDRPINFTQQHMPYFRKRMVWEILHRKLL
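Assay system: hSENP1 catalytic domain, recombinant. Amount: SENP1 enzyme, 20 pM final. Schedule: 50 min reaction, RT, dark. Technique: FRET, CFP and YFP emission. Control set: no-enzyme wells low, DMSO-plus-enzyme wells high control.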
SENP6 inh = SENP6 protease inhibitors, primary screen, biochemical, luminescence, uHTS; inhibition, % at 10 µM; Sentrin-specific protease 6 (Homo sapiens), Q9GZR1; Recombinant SENP6 catalytic domain, aminoluciferin luminescence; AID 2599, 2010; 330,000 tested, 1.8% active;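 active = inhibition above about 50% at the single tested dose, limit read from the data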;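 note: plate controls were DMSO wells with enzyme for no effect and DMSO wells lacking enzyme for full effect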
Target sequence (Q9GZR1 628-1112 limits assumed): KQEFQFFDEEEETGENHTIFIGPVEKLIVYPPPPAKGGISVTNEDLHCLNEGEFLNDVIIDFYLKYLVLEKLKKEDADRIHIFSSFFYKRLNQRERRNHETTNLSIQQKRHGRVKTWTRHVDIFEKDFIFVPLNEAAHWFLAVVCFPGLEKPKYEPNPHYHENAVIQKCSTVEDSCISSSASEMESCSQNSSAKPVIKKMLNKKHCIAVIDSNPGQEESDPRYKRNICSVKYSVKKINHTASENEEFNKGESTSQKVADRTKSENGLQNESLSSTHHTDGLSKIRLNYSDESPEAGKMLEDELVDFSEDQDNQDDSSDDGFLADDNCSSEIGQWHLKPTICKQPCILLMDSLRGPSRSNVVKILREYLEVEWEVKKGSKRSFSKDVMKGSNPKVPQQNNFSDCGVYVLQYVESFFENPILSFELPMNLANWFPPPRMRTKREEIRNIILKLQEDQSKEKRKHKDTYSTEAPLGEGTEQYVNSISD
SENP8 block-1 = SENP8 protease inhibitors, primary screen, biochemical, luminescence. purified SENP8, Z-RLRGG-aminoluciferin cleavage. inhibition, % at 10 µM. 330,000 tested, 1.2% active. AID 2540, 2010. Sentrin-specific protease 8 (Homo sapiens), Q96LD8; in the data active = inhibition above about 50%
Target sequence (Q96LD8 whole entry, looked up): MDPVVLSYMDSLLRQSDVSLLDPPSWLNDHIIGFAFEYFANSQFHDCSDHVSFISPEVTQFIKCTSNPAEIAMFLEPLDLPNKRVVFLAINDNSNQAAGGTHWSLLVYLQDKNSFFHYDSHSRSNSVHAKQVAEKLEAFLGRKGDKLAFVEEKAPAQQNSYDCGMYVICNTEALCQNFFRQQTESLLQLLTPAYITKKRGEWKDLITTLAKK
SENP7 inh = SENP7 protease inhibitors, primary screen, biochemical, luminescence, uHTS; Sentrin-specific protease 7 (Homo sapiens), Q9BQF6; recombinant SENP7, Z-RLRGG-aminoluciferin luminescence, 40 min; inhibition, % at 5 µM; 330,000 tested, 1.5% active;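 active = inhibition above about 50% at the single test dose, limit read from the data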;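 note: plate controls were DMSO with enzyme for no effect and no enzyme buffer wells for full effect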
HKDC1 inhibitor = HKDC1 hexokinase inhibitors, primary screen, biochemical, fluorescence, uHTS. Q2TB90. recombinant HKDC1, G6PDH/diaphorase resazurin coupled fluorescence. inhibition, % at 20 µM. 340,000 tested, 0.16% active;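 active = inhibition above about 35% when tested at 20 µM, limit read from the data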;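 note: plate controls were DMSO wells with enzyme for no effect and DMSO wells lacking enzyme for full effect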
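Test system: recombinant HKDC1 (HK5) hexokinase enzyme, produced in-house / Doses: 20 µM test compound, 1% DMSO / Timing: 90 min, room temperature / Detection: G6PDH/diaphorase-coupled fluorescence, 1 mM NADP, 100 µM resazurin, 525/613 nm / Control set: DMSO wells with and without enzyme mix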
SENP8 block-2 = human SENP8 protease inhibitors, primary screen, biochemical, fluorescence, Nedd8 protein substrate, uHTS | Sentrin-specific protease 8 (Homo sapiens), Q96LD8 | recombinant SENP8 | inhibition, % at 20 µM | 360,000 tested, 0.64% active | AID 602440, 2012; in the data active = inhibition mostly above about 40%, no sharp cut-off; inactive = mostly below about 27%
NLRP3 yeast inh = NALP3 inflammasome inhibitors in reconstituted yeast, primary screen, luminescence, uHTS; inhibition, % at 10 µM; 330,000 tested, 0.39% active; Yeast reconstituted NLRP3/ASC/caspase-1, beta-gal luminescence, 24 h;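 active = inhibition of 50% or more; inactive = inhibition below 50%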;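 note: plate controls were induced DMSO wells for no effect and uninduced yeast grown without galactose for full effect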
PfG6PD inh = PfG6PD enzyme inhibitors, primary screen, biochemical, fluorescence intensity, uHTS. PfGluPho enzyme, NADPH resazurin-diaphorase fluorescence. inhibition, % at 20 µM. 350,000 tested, 0.78% active. AID 504690, 2011;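 active = inhibition reaching at least a set limit at 20 µM in the primary screen, cut at about 59% in these data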;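 note: 0% = DMSO wells with substrate and 100% = DMSO wells lacking glucose-6-phosphate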
Apaf1 inhib = inhibitors of human Apaf-1 apoptosome, primary screen, biochemical, DEVD-Rh110 fluorescence, uHTS | reconstituted apoptosome caspase-3 activity | inhibition, % at 20 µM | 330,000 tested, 0.71% active | AID 489030, 2010; active = inhibition of at least 40% at 20 µM;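 note: plate controls were DMSO wells for no effect and DEVD-CHO caspase inhibitor wells for full effect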
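detection = Rh110 fluorescence intensity | test system = biochemical Apaf-1 apoptosome reconstitution | also added = cytochrome c and DEVD-Rh110 substrate | schedule = 30 min plus 50 min, RT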
Numbers without * were called inactive; · = not tested or not shown.

SMILES	SENP1 FRET inh	SENP6 inh	SENP8 block-1	SENP7 inh	HKDC1 inhibitor	SENP8 block-2	NLRP3 yeast inh	PfG6PD inh	Apaf1 inhib
COc1ccccc1CC(=O)NNS(=O)(=O)c1ccc([N+](=O)[O-])cc1	1	-3	-10	-7	-2	12	10	-4	5
O=C(N/N=C/c1cccnc1)c1cc(-c2ccc(Cl)cc2)nc2ccccc12	2	-4	-8	8	-1	1	6	8	16
CCc1nc2ccccc2c(=O)n1/N=C/c1ccc(Cl)cc1	1	3	8	-5	-3	2	7	-3	-5
O=C(NCC(c1ccco1)N1CCN(c2ccccc2F)CC1)c1cccs1 (stereo not drawn)	0	-1	2	3	-5	13	-7	10	10
CCOc1cc(NC(=S)NCCc2ccccc2)c(OCC)cc1NC(C)=O	3	-16	6	2	-4	11	2	-1	1
Cc1ccsc1C1C(C#N)=C(N)OC2=C1C(=O)CC(C)(C)C2 (stereo not drawn)	-1	-14	-7	1	-4	3	-3	-3	7
COC(=O)c1cc2c(ccn2-c2ccc(F)cc2)n1Cc1ccc(OC)cc1	1	3	-2	-4	3	-45	10	15	-6
O=C(Nc1ccc2c(c1)OCO2)c1cc(-c2cccc(O)c2)on1	-12	-26	-24	-31	8	-5	12	8	7
COc1ccc(C(=O)CSc2nnc3n2CCCN3C(=O)Nc2ccccc2)cc1	2	-19	-1	2	2	6	21	16	8
O=C(NO)c1ccc(OC(F)F)cc1	1	-1	-3	5	0	10	1	-22	-3
CCN(CC)C(=O)Cc1cc(C(=O)O)c2ccccc2n1	-2	1	-3	-4	-2	5	11	-12	-7
COC(=O)C1CCN(C(=O)COc2ccc(N(C)S(=O)(=O)c3ccc(C)cc3)cc2)CC1	0	-2	-1	1	-5	13	11	-6	2
Cc1nn(CC(=O)N2CCCc3ccccc32)c(C)c1[N+](=O)[O-]	0	-18	2	5	-3	2	13	-3	6
COc1ccc(-c2nc(CS(=O)(=O)CC(=O)Nc3ccc(Cl)cc3)c(C)o2)cc1	-2	-10	-17	-9	-4	12	10	7	27
CC(C)(C)NC(=O)NC(=O)COC(=O)c1ccc(OC(F)F)cc1	1	-6	-4	3	-5	9	13	-4	-2
Cc1ccc(C)c(S(=O)(=O)N2CCN(C(=O)Cc3ccc(S(=O)(=O)N4CCOCC4)s3)CC2)c1	-4	-3	-1	1	-5	1	7	11	9
Cc1cc(C)c2nc(N(CCCN(C)C)C(=O)c3ccc4c(c3)CCCC4)sc2c1	·	-22	-15	14	-2	·	45	29	42*
CC(=O)Nc1ccc(SCC(=O)NC(=O)c2ccc(S(=O)(=O)N(C)C)cc2)cc1	2	4	5	10	-2	1	11	12	-14
O=C(Nc1ccncc1)c1cc(S(=O)(=O)N2CCOCC2)ccc1Cl	3	-11	-9	1	-8	2	15	4	-2
COc1ccc(CCNC(=O)c2cc(-c3ccccn3)nc3c(Cl)cccc23)cc1OC	-2	-2	1	-5	-3	5	-9	-4	1
Cc1cc(C)nc(Sc2ncnc3sc4c(c23)CCC4)n1	-7	12	-3	1	-2	-253	-2	3	-9
CCOC(=O)/C(=N\Nc1ccccc1)S(=O)(=O)c1ccccc1	1	-12	-7	-6	-7	23	24	-1	-8
CCOC(=O)CCCCC(=O)c1[nH]c(=O)[nH]c1CSc1nc(C)cc(=O)[nH]1	6	-2	3	-1	-10	11	14	1	-14
CC(=O)Nc1ccc(NC(=O)C(C)Sc2nc3nc(C)cc(C)n3n2)cc1 (stereo not drawn)	0	-10	-3	3	30	27	7	11	-2
O=C(CCC(=O)Nc1nnc(C2CCCCC2)s1)NCc1ccccc1	0	-4	-5	-4	-5	14	8	-3	-5

A stretch taken from the entries so far:
SMILES	SENP1 FRET inh	SENP6 inh	SENP8 block-1	SENP7 inh	HKDC1 inhibitor	SENP8 block-2	NLRP3 yeast inh	PfG6PD inh	Apaf1 inhib
COc1ccc(CCNC(=O)c2cc(-c3ccccn3)nc3c(Cl)cccc23)cc1OC	-2	-2	1	-5	-3	5	-9	-4	1
Cc1cc(C)nc(Sc2ncnc3sc4c(c23)CCC4)n1	-7	12	-3	1	-2	-253	-2	3	-9

(further entries)
SMILES	SENP1 FRET inh	SENP6 inh	SENP8 block-1	SENP7 inh	HKDC1 inhibitor	SENP8 block-2	NLRP3 yeast inh	PfG6PD inh	Apaf1 inhib
O=C(COC(=O)CNC(=O)c1ccccc1)Nc1cccc(Br)c1	2	8	7	2	7	14	-7	9	-7
O=S(=O)(/C=C/c1ccccc1)c1ccccc1	-1	-6	-9	-11	2	17	39	-6	5
Cc1ccc(Nc2cc(C(=O)NCCCN3CCOCC3)c3ccccc3n2)c(C)c1	2	3	13	-8	-11	25	10	-7	4
COc1ccc(/C(O)=C2/C(=O)C(=O)N(CCCN(C)C)C2c2cccc(Cl)c2)cc1OC (stereo not drawn)	1	9	-6	-3	-8	-15	2	-11	-4
CC(C)CC(=O)c1c[nH]c(C(=O)NCc2ccccc2)c1	2	-21	7	-1	-3	17	2	-4	2
COc1ccc(CN(C)C(=O)CNC(=O)Cc2cccc3ccccc23)c(OC)c1OC	-6	4	-9	-4	-8	0	6	20	17
O=C(O)CCCCCNc1nc(-c2ccccc2)nc2ccccc12	0	-26	-9	7	-3	-18	5	14	4
C/C(=N\NC(=O)c1cc2ccccc2cc1O)c1ccccn1	16	95*	89*	72*	-20	-4	20	28	17
Cc1ccc(NC(=O)NCCN2CCCCC2)cc1C	1	-6	11	-6	3	18	16	-8	-8
CCc1ccccc1N(CC(=O)NC(C)c1ccccc1)S(C)(=O)=O (stereo not drawn)	0	5	0	7	-7	-1	-6	12	-7
O=C(NC1CCCC1)C(c1ccccc1)N(C(=O)c1csnn1)C1CCCC1 (stereo not drawn)	1	-24	-1	1	3	6	9	-1	2
Cc1noc(/C=C/N(C)C)c1S(=O)(=O)N1CCCC(C(=O)NC2CCCCC2)C1 (stereo not drawn)	-4	-4	-2	-1	-3	11	-4	2	4
COc1ccc(Nc2nnc(SCC(=O)NC3CCS(=O)(=O)C3)s2)cc1 (stereo not drawn)	1	-12	-13	3	-3	0	7	4	3
N#CCc1nn(-c2ccc(Cl)cc2)c(N)c1C#N	-49	-13	-4	2	-3	-37	12	-3	-4
COc1cc(NC(=O)CCN2CC(C)OC(C)C2)cc(OC)c1 (stereo not drawn)	-4	9	-2	3	-8	16	32	14	10
COc1ccc(CCNC(=O)c2ccc(S(=O)(=O)N(C)c3ccccc3)cc2)cc1OC	1	2	5	6	-4	13	26	6	10
O=C(CCNS(=O)(=O)c1ccc(Br)cc1)Nc1cccc(F)c1	3	-5	1	2	0	7	2	10	7
Cc1ccc(CNC(=O)C2CCC(=O)N2C2CCCCC2)cc1 (stereo not drawn)	-1	-28	10	13	-2	8	15	-11	-8
COC(=O)c1ccc2nc(-c3ccc4c(c3)OCO4)cn2c1	0	-1	50	78*	-5	-404	17	20	-12
CC(C)C[C@@H](COc1ccccc1)N1CCN(CC(C)C)CCC1=O	0	1	-1	13	-4	6	-2	2	15
Cc1ccc(C(=O)/C=C2/NC(=O)CS2)cc1	0	28	-12	4	0	19	61*	8	0
CCN(CC)CCCNC(=O)c1cc(Nc2ccc(OC)cc2)nc2ccccc12	4	-68	-8	-10	-8	-6	-7	-1	9
Cc1ccc(/C=N/n2c(-c3cccc(Cl)c3)n[nH]c2=S)o1	1	-5	-2	0	0	13	0	38	-5
N#Cc1nccnc1N1CCN(C(=O)Nc2ccccc2)CC1	0	-2	-7	-3	-3	-15	6	-3	-6
O=[N+]([O-])c1cccc(COc2ccccc2CN2CCCC2)c1	-2	·	·	·	-2	18	·	-7	·
O=C(Nc1ccccc1)C1CCCN1C(=O)NCc1ccccc1 (stereo not drawn)	1	2	-1	3	-11	3	8	-4	0
O=C(/C=C/c1ccccc1)NC(NC(=S)Nc1ccc(Cl)cc1)C(Cl)(Cl)Cl (stereo not drawn)	-2	7	5	2	-3	1	8	38	3
O=C(Nc1ccc(Oc2cccnc2)cc1)c1cccc([N+](=O)[O-])c1	1	34	18	28	4	13	-1	61*	12
Cn1nnnc1SCc1ccc(CSc2nnnn2C)cc1	3	4	1	9	2	18	-9	-5	-11
CC(=O)c1ccccc1NC(=O)C1CCCN(C(=O)c2ccc(Cl)cc2)C1 (stereo not drawn)	2	6	2	4	0	-14	28	-10	-3

Given with values under each structure: 14 of the compounds above
Fields – SENP1 FRET inh, SENP6 inh, SENP8 block-1, SENP7 inh, HKDC1 inhibitor, SENP8 block-2, NLRP3 yeast inh, PfG6PD inh, Apaf1 inhib
O=C(CCNS(=O)(=O)c1ccc(Br)cc1)Nc1cccc(F)c1
→ 3, -5, 1, 2, 0, 7, 2, 10, 7
Cc1ccc(CNC(=O)C2CCC(=O)N2C2CCCCC2)cc1 (stereo not drawn)
→ -1, -28, 10, 13, -2, 8, 15, -11, -8
COC(=O)c1ccc2nc(-c3ccc4c(c3)OCO4)cn2c1
→ 0, -1, 50, 78*, -5, -404, 17, 20, -12
CC(C)C[C@@H](COc1ccccc1)N1CCN(CC(C)C)CCC1=O
→ 0, 1, -1, 13, -4, 6, -2, 2, 15
Cc1ccc(C(=O)/C=C2/NC(=O)CS2)cc1
→ 0, 28, -12, 4, 0, 19, 61*, 8, 0
CCN(CC)CCCNC(=O)c1cc(Nc2ccc(OC)cc2)nc2ccccc12
→ 4, -68, -8, -10, -8, -6, -7, -1, 9
Cc1ccc(/C=N/n2c(-c3cccc(Cl)c3)n[nH]c2=S)o1
→ 1, -5, -2, 0, 0, 13, 0, 38, -5
N#Cc1nccnc1N1CCN(C(=O)Nc2ccccc2)CC1
→ 0, -2, -7, -3, -3, -15, 6, -3, -6
O=[N+]([O-])c1cccc(COc2ccccc2CN2CCCC2)c1
→ -2, ·, ·, ·, -2, 18, ·, -7, ·
O=C(Nc1ccccc1)C1CCCN1C(=O)NCc1ccccc1 (stereo not drawn)
→ 1, 2, -1, 3, -11, 3, 8, -4, 0
O=C(/C=C/c1ccccc1)NC(NC(=S)Nc1ccc(Cl)cc1)C(Cl)(Cl)Cl (stereo not drawn)
→ -2, 7, 5, 2, -3, 1, 8, 38, 3
O=C(Nc1ccc(Oc2cccnc2)cc1)c1cccc([N+](=O)[O-])c1
→ 1, 34, 18, 28, 4, 13, -1, 61*, 12
Cn1nnnc1SCc1ccc(CSc2nnnn2C)cc1
→ 3, 4, 1, 9, 2, 18, -9, -5, -11
CC(=O)c1ccccc1NC(=O)C1CCCN(C(=O)c2ccc(Cl)cc2)C1 (stereo not drawn)
→ 2, 6, 2, 4, 0, -14, 28, -10, -3
